Screening results (PubChem BioAssay)
DAX1 inh-1: NR0B1 (DAX1) inhibition; P51843; HEK293 Gal4-DAX1 luciferase reporter, luminescence; inhibition, % at 6.75 µM; 340,000 tested, 0.99% active; AID 504766;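 active = inhibition above the mean over all tested compounds plus 3 SD, cut at about 4.2% in these data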;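 also: 0% = DAX1-transfected cells with DMSO and 100% = empty-vector control cells with DMSO; inhibition shows as a rise in luminescence from relieved DAX1 repression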
Target sequence (P51843 207-470 limits assumed): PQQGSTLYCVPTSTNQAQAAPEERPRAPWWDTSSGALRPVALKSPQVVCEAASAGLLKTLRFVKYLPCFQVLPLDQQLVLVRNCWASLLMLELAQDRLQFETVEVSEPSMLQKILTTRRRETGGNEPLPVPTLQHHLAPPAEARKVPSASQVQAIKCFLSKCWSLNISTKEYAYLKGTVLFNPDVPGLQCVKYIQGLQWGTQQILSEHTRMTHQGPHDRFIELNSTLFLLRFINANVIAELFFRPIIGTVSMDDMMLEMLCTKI
hgDAF-12 ag: agonists of H. glycines DAF-12 nuclear receptor; activation, % at 6.8 µM; 370,000 tested, 1.8% active; HEK293 GAL4-hgDAF12 UAS-luciferase reporter, agonist luminescence; normalized to butyrate control;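 active = activation above a cutoff set at the mean of all screened compounds plus 3 SD, cut at about 10% in these data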;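 also: 0% = DMSO wells and 100% = sodium butyrate wells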
PLC-gamma1 inh: inhibitors of human phospholipase C gamma1; P19174; purified PLC-gamma1, fluorogenic substrate, fluorescence; inhibition, % at 12.2 µM; 370,000 tested, 0.84% active; in the data active = inhibition above about 9.5%
FXN GAA850 act: frataxin GAA850 promoter activation | HEK293 lucGAA850 FXN promoter luciferase reporter, 24 h; percent of 10 µM SAHA response | activation, % at 6 µM | 360,000 tested, 0.56% active;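 active = activation above the average of all compounds screened plus 3 SD, cutoff fixed separately per campaign, cut at about 7.5% in these data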;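 also: 0% = DMSO wells and 100% = 10 µM SAHA wells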
ADAM17 inh: inhibitors of human ADAM17 | P78536 | recombinant ADAM17, EDANS/DABCYL FRET peptide cleavage | inhibition, % at 6.95 µM | 370,000 tested, 0.83% active;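 active = inhibition above the mean of compounds lying between control limits plus 3 SD, set per campaign, cut at about 8.5% in these data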;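 also: 0% = DMSO-only wells as the low control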
DAX1 inh-2: inhibitors of DAX1 repression of SF-1 activated StAR promoter | HEK293T StAR-luciferase reporter, SF-1/DAX-1 repression relief | inhibition, % at 6.8 µM | 370,000 tested, 1.1% active | AID 652010;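 active = inhibition above the mean over all tested compounds plus 3 SD, cut at about 3.6% in these data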;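 also: 0% = DAX-1 cells with DMSO and 100% = cells lacking DAX-1 with DMSO; higher inhibition means more luminescence from relief of DAX-1 repression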
hcDAF12 agonist: activates DAF-12 receptor from parasite H. contortus. HEK293 hcDAF-12 lit1-tk-luc reporter, luminescence; 0% DMSO, 100% Δ7-dafachronic acid. activation, % at 6.8 µM. 370,000 tested, 1.4% active;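 active = activation above the mean of all tested compounds plus 3 SD, cut at about 5.5% in these data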;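 also: 100% = response to 3 µM Δ7-dafachronic acid high control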
ADAM10 inh: ADAM10 inhibition, QFRET primary screen; recombinant ADAM10, EDANS/DABCYL FRET peptide cleavage, 3 h; inhibition, % at 7 µM; 370,000 tested, 0.62% active; AID 720582;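 active = inhibition above a per-campaign cutoff equal to the mean of compounds falling between control-based bounds plus 3 SD, cut at about 20% in these data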;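 also: 0% = DMSO wells while the 100% control is not disclosed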
Target sequence (O14672 214-748 limits assumed): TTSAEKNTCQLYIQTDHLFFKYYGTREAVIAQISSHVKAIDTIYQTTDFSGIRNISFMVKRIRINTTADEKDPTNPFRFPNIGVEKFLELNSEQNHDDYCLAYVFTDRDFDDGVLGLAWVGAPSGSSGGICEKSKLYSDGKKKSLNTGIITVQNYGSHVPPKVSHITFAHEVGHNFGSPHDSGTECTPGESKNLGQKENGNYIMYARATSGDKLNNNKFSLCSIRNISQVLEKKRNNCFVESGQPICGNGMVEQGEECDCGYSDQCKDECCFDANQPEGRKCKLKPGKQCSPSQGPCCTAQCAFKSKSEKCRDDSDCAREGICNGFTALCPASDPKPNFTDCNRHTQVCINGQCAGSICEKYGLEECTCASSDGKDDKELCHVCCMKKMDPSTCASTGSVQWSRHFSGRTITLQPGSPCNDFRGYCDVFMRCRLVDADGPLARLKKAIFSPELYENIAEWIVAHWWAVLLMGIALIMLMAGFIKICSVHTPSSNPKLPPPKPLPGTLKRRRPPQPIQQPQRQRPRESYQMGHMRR
HGIII-sPLA2 inh: Inhibits HGIII-sPLA2 liposome hydrolysis, primary screen; Q9NZ20; QFRET BODIPY PC-A2 liposome hydrolysis, fluorescence; inhibition, % at 12.2 µM; 370,000 tested, 0.56% active; AID 743126;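 active = inhibition above mean plus 3 SD of compounds lying within the high and low control bounds, cut at about 19% in these data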;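 also: 0% = median of test compound wells and 100% = no enzyme DMSO wells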
ssDAF-12 act: activates DAF-12 receptor from parasite S. stercoralis; HEK293 ssDAF-12/GRIP1 lit1-tk-luc reporter, luminescence; % of 3 µM dafachronic acid response; AID 652126; 370,000 tested, 1% active; activation, % at 6.8 µM;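 active = activation above the mean over all tested compounds plus 3 SD, cut at about 0.9% in these data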;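 also: 0% = DMSO-only wells and 100% = 3 µM delta7-dafachronic acid wells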
PLC-beta3 inh: inhibitors of human phospholipase C beta3; Purified PLC-beta3, fluorogenic substrate, fluorescence; 370,000 tested, 0.18% active; Q01970; inhibition, % at 12.2 µM; in the data active = inhibition above about 11%;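 also: 0% = median of compound wells on plate and 100% = full blocker control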
* marks the source's active call; other numbers are inactive results; · = no result given. Outcome played no part in choosing rows; about 6.9% have a hit in one of these screens.

Compound	DAX1 inh-1	hgDAF-12 ag	PLC-gamma1 inh	FXN GAA850 act	ADAM17 inh	DAX1 inh-2	hcDAF12 agonist	ADAM10 inh	HGIII-sPLA2 inh	ssDAF-12 act	PLC-beta3 inh
Cc1cc(C)c2oc(C(=O)NCc3ccccc3)cc(=O)c2c1	0.7	-0.4	-9	2.7	-9	0.3	1.1	-17	-4	-1.0	-18
C=C(C)CN1C(=O)c2ccccc2C1=O	-3.9	-0.5	5	-0.6	1	0.2	2.1	1	-1	-1.6	6
Cc1cc(C)cc(NC(=O)CS(=O)(=O)c2cccc3nsnc23)c1	-0.5	-1.3	-1	0.8	-1	-0.3	-1.3	-6	-4	-1.0	-2
O=C(CSc1nnc(-c2ccco2)n1CC1CCCO1)c1ccc(F)cc1 (stereo not given)	-0.9	-0.9	-1	0.7	0	-0.3	-0.9	1	-29	-1.1	3
COc1ccc(C(C(=O)NC2CCCC2)N(C(=O)c2ccco2)c2ccc3c(c2)OCO3)cc1OC (stereo not given)	2.2	1.6	2	-3.4	0	0.0	0.6	3	-3	-1.7	0
O=C(/C=C/c1cc2c(cc1Br)OCO2)NCc1ccc(Cl)cc1	1.8	-0.2	0	1.8	0	-0.8	-1.1	0	1	-0.9	3
CN(Cc1ccccc1F)c1ccc(S(=O)(=O)N2CCCC2)cn1	-0.1	-4.8	1	0.6	-2	-0.9	-1.2	-5	-3	-1.7	-9
Cc1cccc(NC(=O)CNC(=O)CN2C(=O)NC(C)(CCC(C)C)C2=O)c1C (stereo not given)	0.7	-0.9	-1	-0.7	2	-0.9	-1.3	-6	4	-0.9	-6
COc1cc(C#Cc2c(-c3cncn3C)n(C)c3ccc(-c4cnc(N5CCOCC5)nc4)cc23)cc(OC)c1	2.2	5.8	-17	5.4	-9	1.8	1.9	-13	0	-0.6	-22
Cc1ccc(Cl)cc1NC(=O)COC(=O)C1CCCC1	0.0	0.1	0	-0.4	-5	-0.5	-0.8	-1	6	-1.0	-1
CCn1c(SCC(=O)Nc2nc(C)c(C)s2)nnc1-c1cccs1	-1.5	-1.0	3	0.1	-5	-1.1	-1.6	1	4	-0.8	3
CSCC[C@H](N)C(=O)N1CCC(C(=O)N[C@H](C)C(=O)NC(C)c2ccccc2)CC1 (stereo not given in full)	2.4	-0.5	4	0.3	0	-0.7	1.0	0	0	-1.7	8
COc1ccc(CN2C(=O)CN(S(C)(=O)=O)CC2(C)C(=O)Nc2c(C)cccc2C)cc1 (stereo not given)	·	2.7	0	·	-4	-1.0	-1.2	-18	12	-0.3	1
COc1cc(C(=O)OCC(=O)NCc2ccc(F)cc2)cc(NC(=O)c2cccs2)c1OC	-0.1	2.4	-25	1.5	-10	-1.8	-2.7	-19	-1	-1.3	-24
COc1ccc(C(=O)NCc2nnc(SCC(=O)c3ccc(F)cc3)n2C)cc1OC	1.1	1.4	3	1.2	-5	-0.8	-0.7	-5	-13	-0.6	-1
O=C(Cn1cccc1C(=O)c1ccccc1)NCCCN1CCOCC1	-1.8	0.9	2	-2.4	-6	0.3	-1.2	2	2	-1.0	1
Cc1c(NC(=O)C(C)OC(=O)c2ccc(NC(=O)CC#N)cc2)c(=O)n(-c2ccccc2)n1C (stereo not given)	0.0	-1.6	2	0.5	5	0.9	-1.9	-2	0	-1.0	-5
CCOC(=O)c1cn(-c2ccccc2)nc1-c1ccncc1	-0.6	-0.9	4	1.5	4	-1.2	0.2	-3	-7	-1.6	-3
COc1ccc(OC)c(CNC(=O)Cc2c(C(=O)O)[nH]c3ccc(Cl)cc23)c1	-0.2	1.0	-3	2.2	-5	-0.4	1.0	-10	-14	-0.9	-3
O=C(NC(=S)Nc1ccc(N2CCOCC2)cc1)c1cccc([N+](=O)[O-])c1	-0.2	-1.5	0	0.0	1	-0.2	-2.7	3	4	-1.6	-39
O=C(CN1CCN(c2ccc(F)cc2)CC1)Nc1ccccc1C(=O)NCCc1ccccc1	1.1	5.6	0	3.8	0	1.9	1.9	-13	2	-0.5	-4
CN1CCC(=C2c3ccccc3C=Cc3ccccc32)CC1	1.8	-0.6	3	-0.4	0	0.9	-0.5	1	-12	-0.6	2
CCc1cccc(C)c1NC(=O)CSc1nnc(CCCOc2ccc(Cl)cc2Cl)n1C	-1.3	-1.5	0	-1.0	-3	-0.7	-1.2	-1	13	-1.1	-2
Cc1ccccc1C(=O)c1cccn1CC(=O)N1CCCCCC1	0.4	-0.9	0	3.5	-4	0.1	-0.8	-3	-9	-1.2	0
Cc1cc(NS(=O)(=O)c2ccc(NC(=O)/C=C/c3ccc(C)o3)cc2)nc(C)n1	4.6*	-4.2	-15	0.0	-8	-0.4	0.4	-24	-13	-1.8	-27
O=C(NNc1nc2cc3c(cc2s1)OCO3)c1ccc(F)cc1	1.4	8.7	-17	3.6	-4	0.5	2.3	-11	23*	-0.5	-19
FC(F)(F)c1cc(Cl)c2nc(-c3ccccc3)c(Cc3ccccc3)n2c1	·	5.0	-1	·	-1	-0.7	-1.6	2	-5	-0.7	2
Cc1cccc(NC(=O)Cc2noc3ccccc23)c1C	0.4	-2.0	2	-0.4	1	0.9	0.1	-6	1	-1.2	0
CN1CCN(C(=O)C2=C[C@@H](c3ccc(C(F)(F)F)cc3)C[C@@H](OCCCCO)O2)CC1	-0.7	1.7	0	1.4	-3	0.0	1.0	-1	-4	-1.4	2
CCN(Cc1ccccc1)S(=O)(=O)c1ccc(C(=O)N(CCCN(C)C)c2nc3ccc(F)cc3s2)cc1	0.6	5.6	1	1.1	-2	0.0	-0.6	2	-4	-0.6	-10

Records listed so far shown as hits in HGIII-sPLA2 inh:
molecule | DAX1 inh-1 | PLC-gamma1 inh | ADAM17 inh | DAX1 inh-2 | hcDAF12 agonist | ADAM10 inh | HGIII-sPLA2 inh | ssDAF-12 act | PLC-beta3 inh
O=C(NNc1nc2cc3c(cc2s1)OCO3)c1ccc(F)cc1 | 1.4 | -17 | -4 | 0.5 | 2.3 | -11 | 23* | -0.5 | -19

More records follow:
Compound	DAX1 inh-1	hgDAF-12 ag	PLC-gamma1 inh	FXN GAA850 act	ADAM17 inh	DAX1 inh-2	hcDAF12 agonist	ADAM10 inh	HGIII-sPLA2 inh	ssDAF-12 act	PLC-beta3 inh
COCCCNC(=S)N1CCN(C(=O)C(=O)Nc2ccc(C(=O)OC)cc2)CC1	0.4	-2.5	2	-0.3	-4	-0.6	0.1	1	6	-1.2	0
CCOC(=O)N1CCC(Nc2ccc3nnc(-c4ccccc4)n3n2)CC1	0.1	-2.9	-4	-1.0	-2	-1.9	0.8	-17	-16	-1.1	0
O=C(O)COc1ccccc1/C=N/NC(=O)c1cc(-c2ccc(F)cc2)nc2ccccc12	-0.9	0.4	-23	2.4	-5	0.1	-0.7	-2	-29	-1.8	-48
Cn1c(=O)n(C)c2cc(/C=C(/C#N)C(=O)NCc3ccco3)ccc21	1.6	-0.1	-7	0.9	-6	-0.5	0.0	-10	8	-1.1	-13
Cc1cccc(CN2CCc3c([nH]c4ccccc34)C2CC(C)C)n1 (stereo not given)	4.7*	-2.7	-277	-3.1	-22	-0.5	5.1	-66	-1	0.2	-366
COC(=O)NNC(=S)Nc1cc(OC)ccc1OC	-0.3	-0.2	3	0.2	-4	0.3	1.0	2	7	-1.0	1
Cc1cc(C(=O)N2CCC(C(=O)O)CC2)c(C)o1	·	0.7	-1	0.0	-2	0.0	-0.9	2	6	-0.8	-5
O=C(COC(=O)/C=C/c1ccc(OC(F)F)cc1)NC1CCCCCC1	0.6	-4.8	-3	-2.4	5	-0.7	-0.5	-20	11	-1.1	5
CN1CCN(c2c(/C=N/O)c3ccccc3n2C)CC1	1.3	0.0	1	-0.9	-6	0.4	1.3	-4	-3	-1.4	-1
COc1ccc(C(=O)Nc2cc(OC)c(NC(=O)Nc3ccccc3)cc2OC)cc1	-2.0	-1.6	-14	0.2	5	0.9	-1.6	13	-17	-1.6	-26
CCCC(C)c1nc(C(N)=O)c2[nH]c(=O)n(-c3ccc(OC)c(OC)c3)c2n1 (stereo not given)	-0.5	-3.5	-1	5.2	0	-1.2	-2.0	-6	2	-1.4	-4
COC(=O)[C@]12C[C@H](CC(=O)N3CCOCC3)C(=O)N(Cc3ccc(Cl)cc3Cl)C1=C[C@H](COCc1ccccc1)O[C@@H]2C	·	-2.4	1	·	1	-0.6	-3.0	0	-3	-1.0	3
O=c1cc(O)c2sc(Nc3ccc(F)cc3)nc2[nH]1	0.3	3.4	-5	0.5	1	0.1	0.6	4	0	-1.2	-3
CC(=O)Nc1ccc(NC(=O)CSc2nnnn2-c2ccc(F)cc2)cc1	-1.4	5.5	1	-1.6	1	-1.4	-0.8	2	-6	-1.3	-3
CNC(=O)Nc1nnc(C(C)(C)C)s1	-0.5	-1.6	2	1.1	-3	0.2	0.1	-1	0	-1.1	2
CCN(CC)CC(=O)Nc1ccc([N+](=O)[O-])cc1	0.4	-2.5	1	2.5	-1	0.2	-1.0	-5	-4	-1.5	3
CCOC(=O)c1ccc(S(=O)(=O)NCCNCc2ccccc2)cc1	0.2	0.0	1	1.8	-5	0.1	-0.8	-10	8	-0.9	-1
C=CCCCCCCCCC(=O)Nc1c[nH]c(=O)[nH]c1=O	1.6	-0.5	2	-0.7	0	-0.2	-1.1	0	-5	-1.2	4
O=C(NCCNC(=O)Oc1cccc2ccccc12)Oc1cccc2ccccc12	2.9	1.6	-11	3.1	-5	0.4	3.8	-20	-7	0.6	-13
CC(C)C(NC(=O)c1ccc(C(C)(C)C)cc1)C(=O)NCCc1ccccn1 (stereo not given)	-0.9	-3.2	-1	-1.4	-5	-0.4	-1.0	5	1	-1.8	-4
CC(C)C(=O)Nc1ccc(-c2csc(-c3ccccc3)n2)cc1	1.6	5.6	0	3.5	-2	3.2	0.0	-4	-2	-0.8	-5
CC(=O)c1cccc(CN2CCN(Cc3ccccc3)C(CCO)C2)c1 (stereo not given)	0.2	-0.3	3	0.8	-3	0.1	-0.6	-1	1	-1.3	-4
COc1ccccc1/C=C/C(=O)NCC(=O)N/N=C/c1cccnc1	0.6	-2.7	-13	2.6	-23	0.0	-2.9	-82	-4	-1.5	-14

An excerpt from above, reduced to PLC-gamma1 inh.
structure | PLC-gamma1 inh
Cn1c(=O)n(C)c2cc(/C=C(/C#N)C(=O)NCc3ccco3)ccc21 | -7
O=c1cc(O)c2sc(Nc3ccc(F)cc3)nc2[nH]1 | -5
COc1ccc(C(=O)Nc2cc(OC)c(NC(=O)Nc3ccccc3)cc2OC)cc1 | -14
COC(=O)NNC(=S)Nc1cc(OC)ccc1OC | 3
Cc1cccc(CN2CCc3c([nH]c4ccccc34)C2CC(C)C)n1 (stereo not given) | -277
